Bioassay records (PubChem)
hcGAS lum: inhibitors of human cGAS | Q8N884 | recombinant h-cGAS, ATP depletion, Kinase-Glo luminescence | inhibition, % at 12.5 µM | 290,000 tested, 0.081% active | AID 1259398;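 further: 0% = vehicle reaction and 100% = reaction without DNA for no activity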
Target sequence (Q8N884 whole entry, looked up): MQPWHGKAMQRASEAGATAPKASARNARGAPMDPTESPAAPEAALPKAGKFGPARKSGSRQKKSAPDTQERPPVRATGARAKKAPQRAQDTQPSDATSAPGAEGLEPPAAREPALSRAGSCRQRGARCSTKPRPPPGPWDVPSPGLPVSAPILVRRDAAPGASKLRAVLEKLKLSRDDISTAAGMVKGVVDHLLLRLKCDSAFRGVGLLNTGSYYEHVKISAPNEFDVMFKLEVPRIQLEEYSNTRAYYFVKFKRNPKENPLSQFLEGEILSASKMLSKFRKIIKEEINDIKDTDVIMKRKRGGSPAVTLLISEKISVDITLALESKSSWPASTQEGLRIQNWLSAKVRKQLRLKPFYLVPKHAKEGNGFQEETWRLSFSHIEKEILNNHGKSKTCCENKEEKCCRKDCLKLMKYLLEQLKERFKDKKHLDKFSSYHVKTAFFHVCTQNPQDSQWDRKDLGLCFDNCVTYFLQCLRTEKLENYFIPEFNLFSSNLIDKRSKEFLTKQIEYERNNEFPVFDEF
mcGAS lum: mouse cGAS inhibition by luminescence; Q8C6L5; recombinant cGAS, Kinase-Glo ATP depletion luminescence; inhibition, % at 12.5 µM; 160,000 tested, 0.15% active;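 further: 0% = negative control wells and 100% = reference inhibitor with no enzyme activity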
NPYLR7 agonist: activates Aedes aegypti NPYLR7 receptor. HEK293T NPYLR7/Galpha15, GCaMP6s calcium fluorescence. activation, % at 10 µM. 270,000 tested, 0.15% active; in the data active means activation above about 40%;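 further: 0% = vehicle and 100% = reference agonist at the receptor; some compounds past the cut are filed as inactive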
* marks the source's active call; other numbers are inactive results; nt = no result given; & = joins results of further samples. Unless noted, no stated cut-off is given here; in the data, active means inhibition above about 40%; inactive means the rest.

SMILES	hcGAS lum	mcGAS lum	NPYLR7 agonist
CC(NC(=O)CNC(=O)c1ccccc1)C(=O)NC1CCCC1 (centres undefined)	-3	nt	11
CC(C)(C)n1ncc(NCc2cccc3c2OCO3)c(Cl)c1=O	-10	nt	-22
COc1ccc2c(c1)C1(SCCN1C(=O)c1ccco1)C(=O)N2Cc1cccc(C(F)(F)F)c1 (centres undefined)	-4	-4	9
Cc1cc(C)n2nn[n+](C)c2n1	-7	nt	-7
O=C(NCC1CCCO1)c1ccc2nc(-c3ccccc3)c(-c3ccccc3)nc2c1 (centres undefined)	-5	nt	-10
COc1ccc(CC2CN(Cc3cnn(-c4ccccc4)c3)CCO2)cc1 (centres undefined)	-5	-11	12
CC(=O)c1ccc(NC(=O)CSc2nc(=O)n3cc(C)ccc3n2)cc1	-11	-9	2
CC(C)c1cc(C(=O)N(C)CC2CCN(CCc3ccc(Cl)cc3)CC2)on1	-8	-11	nt
CC1(Cc2cccc(C(F)(F)F)c2)C(=O)Nc2ccc(-c3ccsc3)cc21 (centres undefined)	0	-2	3
Cc1cccc2cc(C(=O)NCc3cccnc3N(C)C)oc12	-3	-18	1
O=C(CC1=CCNCC1)N1CC[C@@H](c2ccc3ccccc3c2)[C@H](O)C1	-4	-17	8
COc1ccccc1Cn1c(C(=O)N2CCC(C(N)=O)CC2)cc2ccsc21	-3	-5	2
CC(C)c1[nH]nc(C(=O)NOC2CCCCO2)c1Br (centres undefined)	-10	nt	0
CC(c1ccccc1)N(Cc1cccc(Oc2ccccc2)c1)Cc1nc(C(=O)NCCc2ccccn2)co1 (centres undefined)	-3	-4	nt
CC(=O)c1sc(NC(=O)c2nn(CC(C)C)c(=O)c3ccccc23)nc1C	-5	nt	-1
COc1ccc(-n2nc([N+](=O)[O-])c(=NC3CCCCCC3)n2O)cc1	-5	nt	-9
COc1ccc(Cl)cc1CN(C)Cc1ncccc1C(=O)O	5	3	-5
Cc1cc(C)n(-c2ccc(C(=O)NC3CCN(Cc4ccccc4)C3)cc2)n1 (centres undefined)	1	2	-2
O=S1(=O)N=C(CSc2ccccc2F)Nc2ccccc21	-2	nt	-1
COC(CNC(=O)c1cn(C)c2c(=O)n(-c3ccccc3)c(=O)[nH]c12)OC	-6	nt	-9
CC1(CC(=O)NN=Cc2ccc(Br)o2)SCCS1	-7	nt	6
Cc1n[nH]c(C)c1CCCNC(C)CC(F)(F)F (centres undefined)	-2	nt	0
C=CCN(Cc1ccccn1)C(=O)c1ccc(-n2cccc2)cc1	-2	nt	2
COc1cc(C=CC(=O)c2cccc(N3CCOCC3)c2)cc(OC)c1OC	-1	-3	-6
OC(CN1CCC(CN2CCCCCC2)CC1)c1ccc(OC(F)F)cc1 (centres undefined)	-7	nt	5
O=C(CNC(=O)C1CC1(c1ccccc1)c1ccccc1)NCC1CCCCC1 (centres undefined)	-6	-2	-5
Oc1nc(-c2ccc(Br)cc2)n2ccncc12	-2	nt	4
COc1ccc(-n2c(=O)c3ccccc3n(CC(=O)NCc3ccccn3)c2=O)cc1	-3	-4	-2
Cc1ccc2[nH]cc(-c3cccc(-n4cnnc4)c3)c2c1	-3	-19	-1
COc1ccc(CCNC(=O)c2ccccc2NS(=O)(=O)c2c(C)cc(C)cc2C)cc1	2	-3	3
Cc1ccc(Cn2cccc2CN(Cc2ccccc2)Cc2ccccc2F)cc1	-5	-5	34
Cc1ccccc1CSc1nnc(CNC(=O)c2ccccc2Br)n1-c1ccc(Cl)cc1Cl	-2	-4	24
COCCNC(=O)C1CCCN(C2CCN(C(=O)Cc3ccn(C)c3)CC2)C1 (centres undefined)	-8	-10	9
O=C(O)c1cccc(N2C(=O)/C(=C/c3ccc(F)cc3)SC2=S)c1	1	-4	-6
O=C1CC(NC2CCCC2)C(=O)N1c1ccc(Cl)cc1 (centres undefined)	-8	nt	-2
O=C(O)CCn1c(O)c(C2=c3ccccc3=NC2=O)sc1=S	1	34	0
CCc1nc2ccc(C(=O)Nc3cccc(NS(C)(=O)=O)c3)cn2c1N(CCC(C)C)CCN(C)C	-5	-3	1
CSc1ccc(COc2coc(CN3CCCN(C(=O)c4cnn(-c5ccccc5)c4C(F)(F)F)CC3)cc2=O)cc1	0	0	-5
O=C(O)c1cc(Br)cc(S(=O)(=O)NCC2CCCO2)c1 (centres undefined)	4	-11	4
CC(c1ccncc1)N1CC23C=CC(O2)C(C(=O)N[C@@H]2C[C@H]4CC[C@@H]2C4)C3C1=O (some centres undefined)	-4	nt	1

Compounds listed so far that have an NH in an aromatic ring:
SMILES	hcGAS lum	mcGAS lum	NPYLR7 agonist
CC(C)c1[nH]nc(C(=O)NOC2CCCCO2)c1Br (centres undefined)	-10	nt	0
COC(CNC(=O)c1cn(C)c2c(=O)n(-c3ccccc3)c(=O)[nH]c12)OC	-6	nt	-9
Cc1n[nH]c(C)c1CCCNC(C)CC(F)(F)F (centres undefined)	-2	nt	0
Cc1ccc2[nH]cc(-c3cccc(-n4cnnc4)c3)c2c1	-3	-19	-1

(listing goes on)
SMILES	hcGAS lum	mcGAS lum	NPYLR7 agonist
O=C1CSC(c2c(F)cccc2Cl)N1c1ccc(O)cc1 (centres undefined)	-12	nt	-4
CCCCNC(=O)NNC(=O)c1sc2cc(CC)ccc2c1Cl	-1	nt	5
CN(c1ccc(C(=O)COc2ccccc2Cl)cc1)S(C)(=O)=O	-3	nt	13
COCCNC(=O)c1cc(NC(=O)c2ccc(Br)cc2)ccc1N1CCC(Cc2ccccc2)CC1	-11	-5	19
CN(Cc1ccccc1)Cc1cc(C(=O)NCC2(O)CCCCC2)no1	0	-15	-7
CN1C(=O)Cc2cc(Br)ccc21	-5	nt	2
CC(C)NC(=O)C(C#N)C(=O)C1CCCN1C(=O)C(C)C (centres undefined)	-1	-7	0
Fc1cccc(CN2CCN(Cc3cccc(CN4CCOCC4)c3)CC2)c1	-8	-11	-2
COC(=O)c1cc(-c2cccc(OC)c2)on1	-6	nt	-4
CC(=O)O[C@@H](C)C(=O)N1CCN(Cc2cc(=O)c(OCc3cccc(F)c3)co2)CC1	-3	-5	1
Cc1cc(C)n(-c2nnc(C)n2/N=C\c2cc(Cl)cc(Br)c2O)n1	-3	-8	2
Nc1n[nH]c(C2COc3ccccc3O2)n1 (centres undefined)	-2	nt	-2
CCCCOCCOCC(=O)N1CCc2c(sc3[nH]c(=O)n(Cc4ccccc4)c(=O)c23)C1	-4	-3	6
Cc1cccc(C(=O)Nc2cc(C(C)(C)C)nn2C)n1	-10	nt	0
c1cc(CCN2CCN(C3CCC4(CCNCC4)CC3)CC2)ccn1	-4	nt	6
Cc1noc(NS(=O)(=O)c2ccc(N)cc2)c1C	-2&-4&5&-1&-2	-7&-1	-6&-6&-7&0&-4
O=C(C1CCOCC1)N1CCCC1c1nc(C2CCOCC2)no1 (centres undefined)	-9	-4	nt
O=c1oc(-c2cccs2)nc2ccc(Cc3ccc4nc(-c5cccs5)oc(=O)c4c3)cc12	-2	nt	-1
O=C(CSc1nnc2n1CCCCC2)c1ccc(Cl)s1	-6	nt	0
CCOc1cc(C(=O)N/N=C\C2CC3C=CC2C3)cc(OCC)c1OCC (centres undefined)	-2	nt	-4
O=C1/C(=C/c2ccc(-c3ccc([N+](=O)[O-])cc3)o2)C=C(c2ccccc2)N1c1ccc(Br)cc1	1	0	1
COCC1(C(=O)NCCn2ccnc2)CCC1	3	nt	5
CCOC(=O)C1CCCN(C(=O)c2c(C3CC3)nn(-c3cccc(F)c3)c2C)C1 (centres undefined)	-4	-5	nt
COc1cccc(COc2coc(CN3CCCN(S(=O)(=O)c4ccccc4C(F)(F)F)CC3)cc2=O)c1	-5	-6	20
COc1cccc(CC(=O)NCc2cnn3ccccc23)c1	-5	-15	-4
COc1ccc(-c2cc(C(C)C)nc(C(F)(F)F)n2)c(OC)c1OC	0	nt	-1
N#Cc1c(F)cccc1NCC(O)c1ccc(Cl)cc1 (centres undefined)	-12	nt	7
CCCCCCn1c(CN2CCN(C(=O)c3ccco3)CC2)nc2c1c(=O)n(C)c(=O)n2C	-5	-8	2
CCOc1nc(-c2ccc(C)cc2)n(-c2ccc(NCC(O)Cc3ccccc3)cc2)n1 (centres undefined)	-2	-4	-1
CCOC(=NCCN1CCCC1)NC(=O)c1cccs1	-8	-7	16
O=C1O/C(=C2\CCc3ccccc32)c2ccccc21	-3	nt	1
CCOc1c(CC)cnc2c1c(=O)n(Cc1ccccn1)c(=O)n2C	-10	nt	-7
COCCCNC(=O)c1cn(C)cc2c(=O)n(-c3ccccc3)nc1-2	-4	-8	6
CCC(C)CN(CC(=O)N(Cc1ccccc1)Cc1ccc(C)s1)C(=O)c1cc(C(F)(F)F)cc(C(F)(F)F)c1 (centres undefined)	-10	-5	-1
Cn1c(=O)c2c(nc(Sc3nnc(N)s3)n2C)n(C)c1=O	4	-2	5
CN1CC2(CCN(C(=O)CCCOCc3ccccc3)C2)OC1=O (centres undefined)	-9	nt	8
COC(=O)c1c(NC(=O)c2ccc3ccccc3c2)sc2c1CCC2	-4	-8	-7
COCCN(CC(=O)Nc1cc(C(C)(C)C)nn1-c1ccc(C)cc1C)C(=O)c1ccc(Cl)c(Cl)c1	-3	0	nt
CC(C)c1cc(C(=O)N2CCCC(C(=O)c3ccc4ccccc4c3)C2)nc(N)n1 (centres undefined)	-7&-3	-4	3&11
COc1ccc(-c2c(C)nn(-c3ccccc3)c2C)c(C(=O)NCc2ccccc2Sc2ccccc2CO)c1	-7	-4	-6

Ordered by formula weight (largest number first): 5 of the compounds above
SMILES	hcGAS lum	mcGAS lum	NPYLR7 agonist
CCC(C)CN(CC(=O)N(Cc1ccccc1)Cc1ccc(C)s1)C(=O)c1cc(C(F)(F)F)cc(C(F)(F)F)c1 (centres undefined)	-10	-5	-1
COCCN(CC(=O)Nc1cc(C(C)(C)C)nn1-c1ccc(C)cc1C)C(=O)c1ccc(Cl)c(Cl)c1	-3	0	nt
COC(=O)c1c(NC(=O)c2ccc3ccccc3c2)sc2c1CCC2	-4	-8	-7
CCOc1c(CC)cnc2c1c(=O)n(Cc1ccccn1)c(=O)n2C	-10	nt	-7
Cn1c(=O)c2c(nc(Sc3nnc(N)s3)n2C)n(C)c1=O	4	-2	5

Additional compounds
SMILES	hcGAS lum	mcGAS lum	NPYLR7 agonist
COc1ccc(-c2c(NC(=O)c3ccco3)n(-c3ccccc3)nc(C)c2=O)cc1	-7	nt	4
Cc1ccc(-n2ncc3c(=O)n(NC(=O)c4ccc5c(c4)OCO5)cnc32)cc1C	-12	nt	0
CC(c1cccnc1)N(C)C(=O)c1ccc(C#CC(C)(C)O)cc1 (centres undefined)	-1	-4	7
O=C(Nc1nnc(N=Cc2ccc(Br)s2)s1)c1cccs1	0	-5	-4
CCN(C(=O)CC1C=CS(=O)(=O)C1)c1ccccc1C (centres undefined)	-3	-14	2
CC(C)NC(=O)NC1C2C3CCC(C3)C12 (centres undefined)	4	nt	2
Cc1cccc(-c2nnc(C(C)Sc3nnc(C4CC4)n3C3CC3)o2)c1 (centres undefined)	-7	nt	-4
O=c1ccccn1CCCNc1ncnc2ccccc12	-8	-16	-4
CCOC(=O)C1C(=O)CC(C)(O)C(C(=O)OCC)C1c1ccc(Br)o1 (centres undefined)	1	-3	3
CC(C)(C)NC(=O)COC(=O)C1=COCCO1	-5	-5	1
CC(Oc1ccc2c(c1)OCO2)C(=O)NCc1cccnc1-n1ccnc1 (centres undefined)	-6	-11	8
O=C(Oc1cc(=O)oc2c1c(=O)n1c3c(cccc23)CC1)c1ccc(Cl)cc1	13	nt	5
Cc1onc(-c2ccccc2)c1CNC(=O)c1cncn1-c1ccc(-c2cc(C(F)(F)F)cc(C(F)(F)F)c2)cc1	-5	-5	21
O=S(=O)(c1ccc(F)cc1)N1CCSC1c1ccccc1 (centres undefined)	1	nt	0
CSc1cccc(NC(=O)c2cccnc2Nc2cccc(C)c2C)c1	-5	-6	-1
COC(=O)c1ccc(CSc2ncnc3c2nnn3-c2ccc(F)cc2)o1	-4	-4	5
Cc1cc(NC(=O)c2cc(Cl)ccc2Cl)n(-c2nc3c(c(=O)[nH]2)CCC3)n1	-6	-6	5
Cc1cn2nc(N3CCN(C)CC3CNC(=O)OC(C)(C)C)sc2n1 (centres undefined)	-8	-18	-2
O=C(NCCN1CCOCC1)c1csc(COc2ccc([N+](=O)[O-])cc2)n1	2	2	-10
CC(NC(=O)NC(c1nccs1)C1CC1)c1nnc2ccccn12 (centres undefined)	-13	nt	1
O=C(c1cccc([N+](=O)[O-])c1)N1CCN(c2nc(-c3cccc(Br)c3)nc3ccccc23)CC1	0	-7	18
NCCc1nc(NCCN2CCCOC2=O)c2ccccc2n1	-4	-17	7
CC(C)NC(=O)c1nnc2n1CCN(C(=O)C1CC1)C2	-6	nt	9
CC(C)Oc1ccc(CN2CCC2(C)C(=O)Nc2ccc3c(c2)OCCO3)cc1 (centres undefined)	-12	nt	4
Cc1cc(C)c(C)c(S(=O)(=O)NC(c2cccs2)C2CC2)c1C (centres undefined)	3	2	-5
CCOC(=O)c1c(NC(=O)C(C)Oc2ccccc2)sc2c1CCC2 (centres undefined)	-6	-4	15
Cc1nnc(NC(=O)CN2C(=O)c3cccc([N+](=O)[O-])c3C2=O)s1	-2	-1	4
CCOc1c(OC)cc(CNS(=O)(=O)c2ccc(C#N)cc2)cc1OC	-3	nt	0
c1nc(N2CCC(c3nn[nH]n3)CC2)c2cc[nH]c2n1	-2	nt	15

Single records (already shown). Values in the order: hcGAS lum, mcGAS lum, NPYLR7 agonist
Results for `Cc1cc(C)c(C)c(S(=O)(=O)NC(c2cccs2)C2CC2)c1C` (centres undefined) : 3, 2, -5
Results for `Cc1nnc(NC(=O)CN2C(=O)c3cccc([N+](=O)[O-])c3C2=O)s1` : -2, -1, 4

Some values from above.
NPYLR7 agonist, CC(C)Oc1ccc(CN2CCC2(C)C(=O)Nc2ccc3c(c2)OCCO3)cc1 (centres undefined) → 4
NPYLR7 agonist, Cc1nnc(NC(=O)CN2C(=O)c3cccc([N+](=O)[O-])c3C2=O)s1 → 4
